Keap1-Nrf2 PPI – disrupts human Keap1 binding to Nrf2 peptide; Keap1 Kelch-Nrf2 peptide fluorescence polarization, 1536-well; inhibition, % at 9.4 µM; hit rate 0.15% among 340,000; in the data active = inhibition above about 12%; inconclusive = no clear call, values can overlap the other calls; inactive = below about 7.3%;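 also: human Keap1 Kelch domain with fluorescein labeled Nrf2 9mer peptide probe; 0% = neutral control wells and 100% = peptide positive control; higher means more block of Keap1 binding to Nrf2 peptide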
C-LANA FP – KSHV C-LANA DNA binding inhibition | inhibition, % at 9 µM | hit rate 0.078% among 340,000 | AID 504423 | MBP-C-LANA/FAM-LBS DNA binding, fluorescence polarization;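 active = highest replicate inhibition at or above 60% at 9 µM, even if other replicates fall short; inactive = all replicates below 60% inhibition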;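 also: 0% = neutral control wells and 100% = 4 µM acridine orange control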
OPRM1-OPRD1 ag – agonists of human mu-delta opioid receptor heterodimerization; P35372+P41143; cells, OPRM1-OPRD1 heterodimerization, luminescence; activation, % at 9.3 µM; hit rate 0.3% among 340,000; in the data active = activation above about 18%;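 also: 0% = vehicle-treated cells and 100% = reference agonist; values of inactives mirror those of a sister screen read the other way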
DSG3 Ab inh – inhibitors of pemphigus antibody binding to human desmoglein-3. P32926. DSG3-coupled beads, scFv-anti-DSG3-GFP binding, flow cytometry; stronger effect = lower value. binding (percent of control), % at 10 µM. hit rate 0.48% among 310,000. AID 588358;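 active = binding more than 3 SD below its plate's average and above zero; inconclusive = below that plate limit but binding exactly zero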; also: some compounds called inactive have numbers as strong as hits
Target sequence (P32926 whole entry, looked up): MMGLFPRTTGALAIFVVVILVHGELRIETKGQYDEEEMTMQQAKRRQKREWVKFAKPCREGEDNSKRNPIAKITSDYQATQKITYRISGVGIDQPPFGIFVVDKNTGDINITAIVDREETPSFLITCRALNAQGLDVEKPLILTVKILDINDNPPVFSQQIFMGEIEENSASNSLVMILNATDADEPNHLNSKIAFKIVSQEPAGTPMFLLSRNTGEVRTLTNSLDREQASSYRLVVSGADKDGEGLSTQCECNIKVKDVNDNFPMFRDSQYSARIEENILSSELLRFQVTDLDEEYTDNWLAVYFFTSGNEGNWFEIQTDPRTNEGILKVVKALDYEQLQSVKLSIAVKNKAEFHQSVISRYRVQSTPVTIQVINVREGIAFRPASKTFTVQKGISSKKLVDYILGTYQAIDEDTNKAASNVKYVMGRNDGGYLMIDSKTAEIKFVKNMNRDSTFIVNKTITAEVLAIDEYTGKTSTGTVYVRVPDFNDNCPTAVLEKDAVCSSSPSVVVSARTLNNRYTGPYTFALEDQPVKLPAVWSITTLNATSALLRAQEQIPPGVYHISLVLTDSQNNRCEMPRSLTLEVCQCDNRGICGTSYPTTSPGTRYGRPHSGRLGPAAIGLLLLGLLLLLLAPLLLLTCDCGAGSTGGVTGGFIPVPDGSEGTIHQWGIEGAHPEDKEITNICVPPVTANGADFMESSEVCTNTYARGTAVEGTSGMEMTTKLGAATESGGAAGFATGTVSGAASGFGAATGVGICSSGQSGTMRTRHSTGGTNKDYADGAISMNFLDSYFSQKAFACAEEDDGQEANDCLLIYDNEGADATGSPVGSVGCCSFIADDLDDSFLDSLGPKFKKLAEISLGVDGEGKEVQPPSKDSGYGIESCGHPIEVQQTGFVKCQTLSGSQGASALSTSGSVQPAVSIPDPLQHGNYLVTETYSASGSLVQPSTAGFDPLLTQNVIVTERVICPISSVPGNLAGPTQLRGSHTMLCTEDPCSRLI
RTF Ca sens inh – cardiac RTF calcium desensitization. inhibition, % at 7.15 µM. hit rate 0.12% among 340,000. IANBD-labeled cardiac RTF, Ca2+ fluorescence;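 active = inhibition above the mean inhibition of all tested compounds plus 3 SD, cut at about 17% in these data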;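 also: assay run at fixed EC70 calcium of 1.6 mM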
Wnt bcat act – activates Wnt/beta-catenin signaling in a reporter cell assay; activator, plate reader; hit rate 1.2% among 300,000; AID 743398; activation, % at 9.35 µM; in the data active = activation above about 30%, passing the limit was not always enough; inconclusive = no clear call, values can overlap the other calls;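 also: 0% = neutral control wells and 100% = positive control wells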
cardiac RTF act – increases calcium sensitivity of human cardiac regulated thin filaments; P19429+P45379; IANBD-labeled TnC RTF fluorescence at EC20 calcium; 0% EC20 calcium, 100% full calcium; activation, % at 7.2 µM; hit rate 0.24% among 340,000;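 active = activation above the mean over all tested compounds plus 3 SD, cut at about 30% in these data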;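 also: rise in fluorescence read as greater calcium sensitivity of cardiac thin filaments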
V-ATPase pH – alters yeast V-ATPase proton transport | response, % at 10 µM | AID 504577 | hit rate 0.37% among 350,000 | S. cerevisiae, pHLuorin cytosolic pH fluorescence; in the data active = response mostly above about 7.3%, no sharp cut-off; inactive = mostly below about 5.4%; also: actives read high; inactives centre near 0; some compounds called inactive have numbers as strong as hits; reference of the scale not given here
OPRM1-OPRD1 inv – mu-delta opioid heterodimer inverse agonism; P35372+P41143; AID 504357; cell-based MOR-DOR heterodimer luminescence; inhibition, % at 9.3 µM; hit rate 0.21% among 340,000; in the data active = inhibition above about 22%, passing the limit was not always enough;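 also: 0% = cells with DMSO and 100% = wells without cells with DMSO; values of inactives mirror those of a sister screen read the other way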
Arr AP2 block – inhibitors of human beta-arrestin and AP2 interaction; AID 504490; FITC-arrestin peptide / GST-AP2 beads, flow cytometry; AP2 beta2 appendage carries R879A mutation; hit rate 0.31% among 340,000; inhibition, % at 10 µM;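 active = inhibition above a set limit, near 3 SD of compounds lacking own fluorescence, cut at about 54% in these data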;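 also: plate controls were DMSO wells for no effect and 5 µM unlabelled arrestin peptide for full effect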
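Material – AP2 appendage R879A on GSH beads · Buffer or medium – PBS with 0.05% Tween 20 and 0.1% BSA · Probe or stimulus – fluorescein-tagged arrestin peptide at 50 nM final · Incubation – compound with beads 12 min RT, then probe 1 h RT · Detection – high-throughput flow cytometry of beads, ex 488, em 535 nm · Evaluation – percent response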
* = called active by the depositor; ? = inconclusive; . = not tested or not shown.

SMILES	Keap1-Nrf2 PPI	C-LANA FP	OPRM1-OPRD1 ag	DSG3 Ab inh	RTF Ca sens inh	Wnt bcat act	cardiac RTF act	V-ATPase pH	OPRM1-OPRD1 inv	Arr AP2 block
O=C(CN1CCN(c2ccc(F)cc2)CC1)Nc1ccccc1C(=O)NCCc1ccccc1	-1	0.0	-0.6	102	-2	17	-3	1	3	-21
Cc1cc(Cl)cc(Cl)c1CNc1c([N+](=O)[O-])c(=O)oc2ccccc12	-5	-0.3	-0.8	99	2	-2	2	1	4	4
CCOc1cccc(C(=O)Nc2ccc3c(c2)OCCO3)c1	-1	0.4	-0.8	94	-1	42*	0	12	4	19
Cc1[nH][nH]c(=O)c1/C=N/N1CCOCC1	4	0.3	3.1	82	10	1	0	4	-19	-3
CCC(=O)NC1(C(F)(F)F)C(=O)Nc2c1c(=O)[nH]c(=O)n2CC(C)C (centres undefined)	1	1.2	-1.6	.	2	?	4	3	8	4
COc1ccc(-c2cc(C(F)(F)F)nc(N3CCCCC3)n2)cc1OC	0	0.1	-0.8	108	1	.	0	-2	4	19
Fc1ccccc1-c1nnc2ccc3ccccc3n12	-5	-0.9	-0.2	95	-11	-1	2	1	1	22
O=C1c2ccccc2C(=O)N1OS(=O)(=O)c1ccc(F)cc1	-5	-0.2	-2.5	172	-10	-1	-3	0	13	11
COc1cccc(N2CCN(C3CCCC(C)C3)CC2)c1 (centres undefined)	-2	-1.4	4.0	102	-5	3	6	0	-23	1
COc1cc(C(=O)NCCN2CCN(C(=O)c3cc(OC)c(OC)c(OC)c3)CC2)cc(OC)c1OC	-2	1.2	-2.0	119	-8	2	0	-5	11	1
COc1cccc(-c2cc(C(=O)N3CCN(c4ncccn4)CC3)c3ccccc3n2)c1	-1	-0.9	-1.3	119	1	.	-2	-3	8	5
COc1ccc(NC(=O)CN(C)C(=O)C2(c3ccccc3)CCCC2)cc1	2	1.7	-1.6	124	-7	-2	0	1	8	19
CC1CCCN(S(=O)(=O)c2ccc(NC(=O)C3CCN(C(=O)C(C)(C)C)CC3)cc2)C1 (centres undefined)	1	0.8	-2.0	102	6	-3	-1	-2	8	-9
Cc1cc(C(=O)NCCc2ccccc2)c2cc(F)ccc2n1	0	2.4	-4.3	96	1	-2	3	2	20	7
Cc1ccc(NC(=O)CC2CS(=O)(=O)CC2CC(=O)Nc2ccc(C)c(C)c2)cc1C (centres undefined)	-9	0.3	0.1	99	-10	-9	2	-1	-1	6
NS(=O)(=O)c1ccc(NC(=O)COC(=O)CCC2CCCC2)cc1	-6	-0.4	0.8	108	9	-3	9	0	-4	-3
C/C(=N\NC(=O)CCc1ccccc1)C1C(=O)c2ccccc2C1=O	-6	-1.3	-3.0	106	-3	-2	3	2	16	13
O=C(COC(=O)C1CCN(/C=C/C(=O)C(F)(F)F)CC1)Nc1ccccc1	-1	2.2	-1.3	.	-21	0	4	-1	6	4
CCOc1ccc(N2C(=O)CC(N3CCN(c4ccccc4OC)CC3)C2=O)cc1 (centres undefined)	-6	0.6	-1.7	103	-7	-1	3	0	8	-13
NC(=O)CSc1nnnn1-c1ccc2c(c1)OCCO2	-1	-1.5	-4.5	100	-4	-1	-5	4	22	-21

Reformatted: results already given
Molecule,Keap1-Nrf2 PPI,C-LANA FP,OPRM1-OPRD1 ag,DSG3 Ab inh,RTF Ca sens inh,Wnt bcat act,cardiac RTF act,V-ATPase pH,OPRM1-OPRD1 inv,Arr AP2 block
COc1cccc(-c2cc(C(=O)N3CCN(c4ncccn4)CC3)c3ccccc3n2)c1,-1,-0.9,-1.3,119,1,.,-2,-3,8,5
COc1ccc(NC(=O)CN(C)C(=O)C2(c3ccccc3)CCCC2)cc1,2,1.7,-1.6,124,-7,-2,0,1,8,19

(listing goes on)
SMILES	Keap1-Nrf2 PPI	C-LANA FP	OPRM1-OPRD1 ag	DSG3 Ab inh	RTF Ca sens inh	Wnt bcat act	cardiac RTF act	V-ATPase pH	OPRM1-OPRD1 inv	Arr AP2 block
CC(C)(C)c1ccc(Cn2nnc3c(=O)[nH]c(C4CCN(C(=O)Cc5cccs5)CC4)nc32)cc1	-3	1.1	-1.4	92	-7	.	2	0	8	-10
CCOC(=O)CC(NC(=O)Cc1cccs1)c1ccccc1Cl (centres undefined)	0	-2.6	-1.9	110	-6	-1	-4	2	9	4
COc1ccc(CCNC(=O)COc2cc(O)c3c(c2)OC(C)(C)CC3=O)cc1OC	-8	-1.2	-4.1	.	-6	-1	0	1	21	-5
COc1ccccc1C(=O)NCCNC(=O)c1ccc(C)nc1	-8	0.0	0.6	95	-20	2	4	3	-4	0
Cc1sc2ncnc(N[C@@H](CCC(=O)O)C(=O)O)c2c1C	2	1.1	-0.5	95	-6	.	-3	3	3	2
CCOC(=O)/C(C#N)=C(C)/C=C1\Sc2ccccc2N1CC	9	10	-3.5	79	-2	17	169*	-9	18	6
Cc1nnc(SCC(=O)NC23CC4CC(CC(C4)C2)C3)s1	2	-0.3	-0.7	101	-6	4	1	0	4	-13
COc1cccc(-c2nnc(-c3ccc(C(F)(F)F)cc3)o2)c1	-1	-0.1	2.2	110	2	22	3	3	-11	5
Cc1ccc(NNC(=O)c2cc(C)on2)c(C)c1	3	0.1	-4.6	.	-7	2	0	-5	23	-2
C#CCOCCOCCOCCNc1nc(N2CCN(C(=O)[C@H](Cc3ccc(O)cc3)n3cc(C(N)CC(C)C)nn3)CC2)nc(N2CCN(C(=O)[C@H](CCC(=O)O)n3cc(C(N)[C@H](C)CC)nn3)CC2)n1 (some centres undefined)	0	0.5	-2.4	99	-1	.	-6	0	14	28
COc1cccc(CNc2nc(SC)ncc2CO)c1	-9	-0.3	-0.1	97	-18	-3	-2	-4	0	-5
CN(C)S(=O)(=O)c1ccc(C(=O)OCn2nnc3ccccc3c2=O)cc1	-3	-0.3	0.4	94	-6	0	4	-2	-3	-7
CCn1c(=O)ccc2cc([N+](=O)[O-])ccc21	-2	-1.4	-2.2	98	-4	0	0	2	12	-3
COc1ccc(S(=O)(=O)N(C)c2ccc(C(=O)NCc3ccccn3)cc2)cc1OC	-5	-0.7	-1.5	102	-1	1	0	5	10	1
Cc1ccc(-n2ncc3c(=O)n(CC(=O)N4CCCc5ccccc54)cnc32)cc1C	0	0.4	-2.2	107	-1	.	-3	-3	12	0
CCN(Cc1ccncc1)C(=O)c1cc(COc2ccc(F)cc2F)on1	1	0.7	-2.6	105	-9	-1	-3	-1	13	21
CCOc1ccccc1NC(=O)Nc1ccc2c(c1)CCC2	-2	-1.6	-0.6	107	-2	15	-1	-5	2	17
Cc1ccc(C)c(-c2nnc(NC(=O)Cc3ccc(F)cc3)o2)c1	2	-1.1	8.0	101	0	.	1	-1	-43	2
Fc1ccc(Nc2c3c(nc4ccccc24)CCC3)cc1	-5	1.1	1.2	118	-1	-7	4	1	-6	-6
CC1=C(C)CC(C(=O)Nc2ccc3c(c2)OCO3)C(C(=O)O)C1 (centres undefined)	-6	2.8	3.0	108	-7	1	7	-4	-16	-5

Individual results from above:
Under OPRM1-OPRD1 inv, `Cc1ccc(NNC(=O)c2cc(C)on2)c(C)c1` shows 23
Under cardiac RTF act, `CCOC(=O)CC(NC(=O)Cc1cccs1)c1ccccc1Cl` (centres undefined) shows -4
Under Wnt bcat act, `CCN(Cc1ccncc1)C(=O)c1cc(COc2ccc(F)cc2F)on1` shows -1
Under OPRM1-OPRD1 inv, `C#CCOCCOCCOCCNc1nc(N2CCN(C(=O)[C@H](Cc3ccc(O)cc3)n3cc(C(N)CC(C)C)nn3)CC2)nc(N2CCN(C(=O)[C@H](CCC(=O)O)n3cc(C(N)[C@H](C)CC)nn3)CC2)n1` (some centres undefined) shows 14
Under C-LANA FP, `Cc1sc2ncnc(N[C@@H](CCC(=O)O)C(=O)O)c2c1C` shows 1.1

Some of the entries so far, with values under each structure:
Second line of a record – Keap1-Nrf2 PPI | C-LANA FP | OPRM1-OPRD1 ag | DSG3 Ab inh | RTF Ca sens inh | Wnt bcat act | cardiac RTF act | V-ATPase pH | OPRM1-OPRD1 inv | Arr AP2 block
Cc1nnc(SCC(=O)NC23CC4CC(CC(C4)C2)C3)s1
    2 | -0.3 | -0.7 | 101 | -6 | 4 | 1 | 0 | 4 | -13
COc1cccc(-c2nnc(-c3ccc(C(F)(F)F)cc3)o2)c1
    -1 | -0.1 | 2.2 | 110 | 2 | 22 | 3 | 3 | -11 | 5

The list continues.
SMILES	Keap1-Nrf2 PPI	C-LANA FP	OPRM1-OPRD1 ag	DSG3 Ab inh	RTF Ca sens inh	Wnt bcat act	cardiac RTF act	V-ATPase pH	OPRM1-OPRD1 inv	Arr AP2 block
CCc1ccc(C(=O)NNC(=O)CN2C(=O)NC(CC)(c3ccccc3)C2=O)cc1 (centres undefined)	-4	-0.4	-1.4	90	-4	6	-1	-1	8	1
COC(=O)c1ccc(C(=O)OC)c(NC(=S)N2CCN(c3ccc(F)cc3)CC2)c1	-3	0.4	-1.1	130	-7	-5	-4	1	6	-2
CC(C)[C@H](N)C(=O)NC[C@H]1O[C@@H](n2cnc3c(N)ncnc32)[C@H](O)[C@@H]1O	-7	1.1	-2.5	99	-4	-3	0	2	12	11
Cc1cccc(NC(=O)c2ccc(C)c(S(=O)(=O)N3CCOCC3)c2)n1	0	-0.8	-3.3	96	11	5	-3	4	16	4
O=C(NNS(=O)(=O)c1ccccc1)c1cnn(-c2ccc(Cl)cc2)c1C(F)(F)F	2	-0.2	-0.9	120	-1	0	-4	0	5	-14
CCN(CC(=O)Nc1cccc(Br)c1)Cc1nc2ccccc2c(=O)[nH]1	-11	1.3	-0.7	100	2	.	-3	-1	4	21
CC1(C)Cc2cccc(OCC(=O)Nc3ccc(S(N)(=O)=O)cc3)c2O1	1	0.6	-2.9	96	-11	-5	-3	-5	14	11
CCn1cc(C(=O)O)c(=O)c2cc(F)c(N3CCN(C(=S)NC(=O)c4ccc(F)c(F)c4)CC3)cc21	-3	-0.7	-0.8	86	-2	-1	-6	-1	4	9
Cc1cc(N2CCC(C)CC2)nc2ccc(N3C(=O)CCC3=O)cc12	3	-0.4	-2.7	120	-2	.	2	-1	15	28
O=C(NCCc1ccc(C(F)(F)F)cc1)C1CCC(=O)N(CCCc2ccccc2)C1 (centres undefined)	-5	1.1	-0.1	.	-4	-1	5	2	1	-2
Cc1cccc(COc2ccccc2C(=O)N(C)CC(=O)Nc2cccc(F)c2)c1	-2	-1.0	1.3	.	-8	-1	0	-1	-5	34
COc1ccc(-n2c(C)nn(C)c2=O)cc1	-2	-0.1	-3.1	96	-5	.	-1	-4	15	-5

Compound activity as filed in PubChem BioAssay.
